# TRPM1 prom inh: inhibitors of MITF-driven TRPM1 promoter in melanoma cells. AID 488899. actives 0.83% (n = 330,000). SK-MEL-5 TRPM1 promoter luciferase, 24 h. inhibition, % at 12.5 µM;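 active = mean inhibition across replicates of 60% or more, whatever share of single replicates reaches that level; inconclusive = some that reach 60%, reason not given; inactive = mean inhibition across replicates below 60%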; note: values of inactives mirror those of a sister screen read the other way
# NR2E3 ag-1: NR2E3 (human) agonism; actives 0.12% (n = 320,000); inhibition of corepressor binding, % at 4.78 µM; AID 2300; GST-NR2E3/biotin-RetCOR TR-FRET, 1536-well;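 active = percent inhibition above the cutoff of mean plus 3 SD of all tested compounds, set per screening campaign, cut at about 20% in these data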;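 note: 0% = DMSO wells and 100% = biotin wells as full block of FRET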
# Target sequence (Q9Y5X4 whole entry, looked up): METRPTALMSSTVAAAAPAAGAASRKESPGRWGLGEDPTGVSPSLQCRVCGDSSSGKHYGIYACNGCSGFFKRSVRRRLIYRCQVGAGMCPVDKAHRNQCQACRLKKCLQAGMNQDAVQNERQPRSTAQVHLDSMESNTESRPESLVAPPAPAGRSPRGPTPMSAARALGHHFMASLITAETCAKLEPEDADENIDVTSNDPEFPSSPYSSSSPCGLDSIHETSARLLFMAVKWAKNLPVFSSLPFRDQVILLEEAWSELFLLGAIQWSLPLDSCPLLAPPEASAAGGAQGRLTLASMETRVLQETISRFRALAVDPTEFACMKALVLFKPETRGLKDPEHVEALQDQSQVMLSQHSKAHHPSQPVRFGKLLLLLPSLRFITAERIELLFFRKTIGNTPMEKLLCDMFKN
#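 System: GST-tagged NR2E3 plus biotinylated RetCOR corepressor; Buffer or medium: pH 7.5 Tris-based buffer; Probe or stimulus: RetCOR corepressor, biotinylated, 7 nM; Doses: compound at 4.8 µM, single dose; Schedule: 5 h incubation at 4 °C; Technique: time-resolved FRET; Evaluation: percent inhibition of TR-FRET ratio; Replication: one well per compound, singlicate testing.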
# HIF-2a inh: blocks HIF-2a reporter activity; inhibition, % at 18.8 µM; 786-0 RCC cells HIF-2a reporter, luciferase luminescence, overnight; actives 0.72% (n = 360,000);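 active = inhibition of the luminescence signal of 40% or more relative to plate controls, in a single-dose primary screen at 18.75 µM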
# NR2E3 ag-2: human photoreceptor-specific nuclear receptor agonism | AID 602229 | inhibition of corepressor binding, % at 3.98 µM | actives 0.35% (n = 360,000) | CHO-S Gal4-NCOR/VP16-NR2E3 two-hybrid, luciferase;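 active = inhibition above the mean of all tested compounds plus 3 SD, cut at about 70% in these data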;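 note: 0% = DMSO with NR2E3 transfected cells and 100% = cells lacking NR2E3 construct; higher means lower luciferase signal from less NR2E3 corepressor binding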
# CaV13 FRET inh: Primary screen for inhibitors of IQ motif and Ca2+-dependent inactivation inhibitor domain binding in CACNA1D, Förster resonance energy transfer in living cells, …. AID 743397. HEK cells, CFP/YFP FRET ICDI-IQ, plate reader, 10 min; percent FRET-ratio fall versus neutral wells. inhibition, % at 12.3 µM. actives 0.098% (n = 340,000);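 active = mean replicate inhibition of at least 30% and at least 1% of replicates passing that level; inconclusive = only one of the two criteria is met; inactive = neither criterion is met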;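 note: 0% = median of the neutral control wells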
# Exocytosis inh: blocks lytic granule exocytosis; TALL-104 LAMP-1 surface exposure, flow cytometry; cells stimulated with thapsigargin and PMA; inhibition, % at 10 µM; actives 0.66% (n = 360,000);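 active = inhibition above about 55%, limit read from the data; inconclusive = no clear call, values can overlap the other calls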
# PDI inh: blocks human protein disulfide isomerase activity | PDI insulin aggregation turbidity, A650, 90 min | AID 588391 | inhibition, % at 10 µM | actives 0.052% (n = 350,000) | P07237;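 active = mean inhibition across replicates of 30% or more, whatever share of single replicates reach that level; inconclusive = mean inhibition below 30% while every single replicate reaches 30%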;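 note: absorbance from insulin aggregation driven by PDI reduction with DTT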
# Target sequence (P07237 whole entry, looked up): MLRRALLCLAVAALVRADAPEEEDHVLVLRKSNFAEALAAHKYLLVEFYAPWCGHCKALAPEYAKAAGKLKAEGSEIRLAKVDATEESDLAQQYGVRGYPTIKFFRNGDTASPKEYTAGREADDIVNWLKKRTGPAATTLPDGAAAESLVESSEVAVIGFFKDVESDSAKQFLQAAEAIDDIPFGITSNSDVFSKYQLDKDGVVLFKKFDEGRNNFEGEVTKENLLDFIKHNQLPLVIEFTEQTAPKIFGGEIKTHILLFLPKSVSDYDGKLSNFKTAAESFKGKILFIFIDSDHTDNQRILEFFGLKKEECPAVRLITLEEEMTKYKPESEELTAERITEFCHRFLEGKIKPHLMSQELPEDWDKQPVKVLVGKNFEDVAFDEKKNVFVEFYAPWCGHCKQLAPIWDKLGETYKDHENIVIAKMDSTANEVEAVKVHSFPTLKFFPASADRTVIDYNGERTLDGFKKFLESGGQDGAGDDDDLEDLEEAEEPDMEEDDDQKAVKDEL
# iPSC survival up: hiPSC single-cell survival enhancement. ATPlite luminescence; 100% = ROCK inhibitor wells, 0% = DMSO. survival enhancement, % at 20 µM. actives 0.044% (n = 360,000). AID 602274; in the data active = survival enhancement above about 18%;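 note: cells exposed to compounds for 16 hours before the ATP read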
# Vif imaging: inhibitors of HIV Vif | actives 0.35% (n = 340,000) | HEK293T cells, Vif self-association by quenched fluorescence, imaging, 24 h | inhibition, % at 7.49 µM | AID 602346; in the data active = inhibition above about 50%, passing the limit was not always enough; inconclusive = no clear call, values can overlap the other calls; inactive = below about 31%; note: some results filed as inactive read as strong as hits
# Peg3 prom inh: Peg3 promoter activity inhibition; AID 588405; HeLa PEG-Prom luciferase reporter, luminescence, overnight; inhibition, % at 20 µM; actives 1.7% (n = 360,000);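 active = inhibition of at least 50% at 20 µM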
# aDG glyco act: increases alpha dystroglycan glycosylation; activation, % at 10 µM; actives 0.22% (n = 360,000); Pro5-aDG cells, alpha-DG glycosylation AlphaScreen (IIH6); 0% Pro5, 100% B10-LARGE cell signal;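 active = activation of at least 8% versus controls, or a plate z-score of at least 8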;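 note: Pro5 are CHO cells carrying HIG-tagged alpha-DG that lacks glycosylation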
# The depositor's hits bear a star; ? = inconclusive; nt = not tested or not shown; & = joins results of further samples.
SMILES,TRPM1 prom inh,NR2E3 ag-1,HIF-2a inh,NR2E3 ag-2,CaV13 FRET inh,Exocytosis inh,PDI inh,iPSC survival up,Vif imaging,Peg3 prom inh,aDG glyco act
CCCCCCOC(=O)C1=C(C)NC(=O)NC1c1ccc2c(c1)OCO2 (configuration not stated),-6.7,1.6,23.4,-15.8,-20.8,-8.3,-8.2,0.4,-0.3,22.8,-0.1
COc1ccc(CNC(=O)CNC(=O)c2ccc(C(C)(C)C)cc2)cc1OC,1.2,-1.8,-2.8,24.3,-16.8,?,0.7,-0.4,1.7,9.0,0.2
COc1cc(/C=C2/C(=O)NN(c3ccc(Cl)cc3)C2=O)ccc1OC(=O)c1ccco1,6.8,0.2,13.8,-7.5,-3.2,-2.2,6.7,-1.8,-2.4,20.4,-0.1
CCOc1ccc2ccccc2c1/C=N/NC(=O)c1c(C)cc(C)[nH]c1=O,5.8,-0.5,-18.9,4.3,-0.3,2.9,3.0,-0.2,-2.5,-3.9,-0.1
CCC(=O)N(CCc1ccc(S(N)(=O)=O)cc1)C1CC(=O)N(c2ccc(OC)cc2)C1=O (configuration not stated),11.2,3.5,14.1,-32.6,-6.7,-0.8,1.4,-0.2,14.9,2.1,0.1
C=CCSc1nnc(NC(=O)C2CSC3(C)CCC(=O)N23)s1 (configuration not stated),10.7,3.1,-2.4,-0.6,-5.4,-5.3,-3.8,-0.3,-13.8,0.3,-0.1
O/N=C\c1cccn1-c1nccs1,-4.9,-2.9,22.2,1.4,7.7,5.7,4.3,1.1,13.0,9.6,-0.1
CCOC(=O)c1ccccc1NC(=O)CSc1cccc[n+]1[O-],2.8,-2.6,5.7,7.5,-5.2,0.0,2.2,6.1,5.4,1.6,0.5
Cc1csc2nc3ccccc3c(=O)n12,-12.3,3.4,-34.6,-9.9,nt,2.6,-0.6,-0.8,nt,-38.7,0.1
CCN1C(=O)/C(=C2/Sc3ccccc3N2CCCS(=O)(=O)O)SC1=S,1.1&-1.1,-7.2,8.3&7.5,-18.7&16.4,-1.1&23.3,-0.5&2.5,7.5&5.8,-0.7&1.6,35.2&-8.7,0.9&-7.2,-0.1&0.4
COc1ccc(CNc2ccc3cn[nH]c3c2)c(OC)c1OC,27.6,2.5,9.5,-2.3,-10.2,0.1,-4.6,-0.4,-6.3,20.9,0.5
c1ccc(N2CCN(c3cccc(-c4cc5ccccc5s4)n3)CC2)nc1,nt,nt,5.0,11.0,-11.7,4.0,-4.8,1.5,-3.0,0.3,-0.2
CN(CCC#N)C(=O)COC(=O)c1ccc2c(c1)C(=O)N(C1CCCCC1)C2=O,9.3,4.5,11.4,-42.0,-4.0,-2.1,8.7,0.3,7.5,-9.5,-0.2
Cc1ccc(C)c(S(=O)(=O)NCc2ccc(C(=O)N3CCOCC3)cc2)c1,5.3,-2.2,7.9,0.7,-5.3,37.0,6.2,0.5,-2.2,4.7,-0.3
C=CCn1c(CSc2nc3ccccc3s2)nnc1SCC(=O)NCc1ccccc1,9.8,-0.9,16.2,22.1,-4.1,2.4,-9.4,-0.9,-4.6,17.8,-0.1
O=C(CSc1nnc(-c2ccccc2Cl)o1)Nc1ccc2c(c1)OCCO2,-16.8,-2.5,-194.7,-50.9,-7.8,0.9,-2.7,0.5,10.5,-201.9,-0.2
CCOc1cc(N2CCOCC2)c(OCC)cc1NC(=O)Cc1ccccc1,-6.3,0.0,6.6,-8.6,4.5,2.4,2.8,-0.5,-0.5,5.3,-0.1
CCCC(C)NC(=O)C1CCN(S(=O)(=O)c2ccccc2)CC1 (configuration not stated),3.3,-0.2,-20.7,-29.0,-7.3,13.4,2.7,0.5,34.0,5.7,-0.2
O=C(CN1CCN(Cc2ccccc2)CC1)c1c[nH]c2ccccc12,4.3,-0.1,11.7,-1.3,-4.3,-0.6,7.4,-2.8,10.7,8.4,0.0
O=C(/C=C/c1ccc([N+](=O)[O-])cc1)c1ccco1,-4.4,2.0,1.0,9.7,-19.9,-0.1,-8.2,-0.3,4.2,11.9,0.0
Cc1cccc(CS(=O)(=O)Cc2ccc(C(=O)NCc3cccs3)o2)c1,9.0,3.3,10.7,-15.1,4.9,-5.0,-6.8,-0.7,-2.4,17.0,0.2
O=C(NCc1ccco1)C1CCCN1C(=O)Nc1cccc(Cl)c1 (configuration not stated),7.7,2.1,9.5,-19.9,0.2,-13.9,-9.8,-1.1,-1.3,6.2,0.7
O=S1(=O)NC(=NCc2ccccc2)c2ccccc21,10.6,4.7,nt,-5.8,-7.1,-1.4,-6.8,0.1,4.9,9.6,-0.4
Cc1cc(Cl)ccc1OCCCC(=O)NC1CCN(C)CC1,-3.7,4.1,-3.6,-21.1,-8.4,0.9,-5.1,-4.1,-6.7,8.1,0.5
CCCCCC1C(=O)N2C=C(c3ccccc3)c3ccccc3N2C1=O (configuration not stated),-3.9,nt,6.0,-12.7,-6.2,-0.4,9.9,3.9,-0.5,-10.8,0.1
CCC(CC)NC(=O)c1n[nH]c(=O)c2ccccc12,4.6,-0.8,7.9,-27.2,-2.9,-8.1,-7.3,-2.4,1.8,10.5,0.2
CCCn1c(=O)[nH]c(=O)c2[nH]cnc21,-1.2,1.6,-8.9,8.1,-5.0,1.0,0.2,4.1,6.3,3.5,-0.2
CCCCN(C(=O)c1cccc(-n2cccc2)c1)c1c(N)n(CCC)c(=O)[nH]c1=O,-0.1,-0.3,7.4,-22.7,-4.3,0.8,-0.9,-0.2,-2.6,8.3,0.3
CC(C)C1Nc2c(C(=O)O)cccc2C(Nc2ccccc2C(=O)O)C1(C)C (configuration not stated),13.9,2.4,19.0,6.0,-7.7,-0.2,3.2,-2.6,5.9,-3.5,0.1
O=C(O)Cc1coc2ccc3ccccc3c12,2.4,2.6,12.3,-12.1,-2.6,0.5,-3.6,-0.2,3.0,5.5,0.2
CC1O[C@@H](O[C@H](C)CC[C@@H](C)O)C(O)C[C@H]1O (some centres not stated),0.8,-3.2,0.0,10.1,-4.5,-2.4,-9.2,-1.1,-3.8,3.3,-0.1
O=C(Nc1ccc2c(c1)[C@H]1C[C@@H](CC(=O)N3CCOCC3)O[C@@H](CO)[C@H]1O2)C1CCOCC1,nt,nt,9.0,-11.8,nt,5.2,-1.3,0.8,-5.8,9.6,0.0
CC1Cc2nc(SCC(=O)NCc3ccco3)n(-c3ccccc3)c(=O)c2S1 (configuration not stated),nt,-0.1,2.5,3.2,-2.7,-4.9,nt,0.5,-3.3,4.9,-0.1
c1ccc2[nH]c(SCC3CCCCO3)nc2c1 (configuration not stated),-88.6,-3.7,-234.5,-115.1,-1.8,1.0,0.3,-0.3,3.6,-222.2,0.0
CCc1ccc(C(=O)/C=C/NCc2ccc(F)cc2)cc1,-54.3,-2.3,-131.5,-42.1,-5.5,-4.4,-4.2,-0.8,-1.4,-101.7,-0.1
Cc1cc2sc(C(=O)O)c(C)c2s1,-19.0,5.8,3.6,6.2,nt,-1.3,7.3,1.9,-3.8,16.1,0.2
COc1ccc(/C=N/n2cc(-c3ccccc3)nc2N)cc1,-14.6,3.3,-163.6,-31.6,nt,-3.5,-1.6,3.5,-6.8,-55.4,0.2
Cc1nc2ccccc2cc1C(=O)NCc1ccccc1,-0.4,-1.2,6.7,28.6,-21.5,-2.1,1.9,-0.4,-12.7,5.3,0.4
C[C@@H]1COC(=O)[C@H](Cc2ccc(F)cc2)C/C=C\C[C@@H](CC(=O)NCCO)C(=O)N1,3.7,nt,0.9,-18.1,-4.2,3.1,4.4,3.4,-1.5,-14.7,0.1
CC(NC(=O)NC(=O)c1ccc(F)cc1)C1CC1 (configuration not stated),-43.3,nt,-142.0,-23.4,-4.9,-2.5,2.1,0.2,-3.9,-126.5,0.2
Cc1c(C(N)=O)cc([N+](=O)[O-])cc1[N+](=O)[O-],8.2,nt,6.3,13.6,-17.3,-2.7,1.0,0.5,8.1,15.1,-0.1
CC(NC(=O)N(Cc1ccccc1)Cc1ccc2c(c1)OCO2)(C(F)(F)F)C(F)(F)F,13.4,-4.1,12.9,-8.8,-5.2,2.0,-3.0,-2.4,82.7*,2.8,0.1
COc1cc(OC)cc(C(=O)N[C@H](C(=O)NCCc2ccc(S(N)(=O)=O)cc2)C(C)C)c1,-9.0,9.1,6.9,-9.6,-4.9,10.1,4.9,1.3,5.6,-4.8,-0.1
C/C(=N\NC(=O)c1nnn(-c2nonc2N)c1CSc1ccccc1)c1ccc2c(c1)OCO2,6.9,1.5,7.1,-34.3,-6.9,-8.9,-11.7,-0.1,8.9,35.4,0.0
C(#CCN1CCOCC1)COC(c1ccccc1)c1ccccc1,5.1,0.0,1.6,-0.2,nt,-0.5,6.3,0.1,11.2,-7.6,1.7

# Random excerpt: 2 compounds from above
SMILES,TRPM1 prom inh,NR2E3 ag-1,HIF-2a inh,NR2E3 ag-2,CaV13 FRET inh,Exocytosis inh,PDI inh,iPSC survival up,Vif imaging,Peg3 prom inh,aDG glyco act
CC1O[C@@H](O[C@H](C)CC[C@@H](C)O)C(O)C[C@H]1O (some centres not stated),0.8,-3.2,0.0,10.1,-4.5,-2.4,-9.2,-1.1,-3.8,3.3,-0.1
C(#CCN1CCOCC1)COC(c1ccccc1)c1ccccc1,5.1,0.0,1.6,-0.2,nt,-0.5,6.3,0.1,11.2,-7.6,1.7

# Carrying on.
SMILES,TRPM1 prom inh,NR2E3 ag-1,HIF-2a inh,NR2E3 ag-2,CaV13 FRET inh,Exocytosis inh,PDI inh,iPSC survival up,Vif imaging,Peg3 prom inh,aDG glyco act
Cc1csc(SCC(=O)Nc2sccc2C#N)n1,-45.9,-1.7,-106.8,5.4,-2.6,-0.4,-3.0,-0.5,-0.4,-61.9,-0.1
O=C1c2ccccc2C(Nc2ccc(F)c(Cl)c2)N1c1ccccn1 (configuration not stated),nt,-0.1,-23.0,-14.2,-3.1,-1.3,nt,2.0,-4.7,3.1,0.0
c1c2c(cc3sc(N4CCCCC4)nc13)OCO2,9.5,-1.8,-51.5,-131.2,nt,0.1,-12.9,-3.6,-7.4,-113.1,0.0
COc1ccc2[nH]c(C(=O)N3CCN(C)CC3)c(C)c2c1,-12.1,nt,-4.6,-19.4,-18.5,-6.4,6.2,-0.4,-2.3,11.3,-0.1
COc1ccc(CCNC(=O)c2cc3c(=O)n4ccccc4nc3n(C3CCCCC3)c2=N)cc1,-7.1,0.4,6.9,-34.1,-4.4,1.2,2.2,1.1,3.9,87.7*,0.3
COC(=O)c1cc(S(=O)(=O)NCCN2CCN(c3ccccc3F)CC2)c[nH]1,-5.7,1.6,4.0,15.2,-2.6,4.7,-4.7,0.3,-1.2,20.6,-0.1
COc1ccccc1NC(=O)COc1ccc(C(=O)OCC(=O)N2CCCC2=O)cc1OC,-4.4,0.7,11.4,2.7,-5.5,1.8,4.5,-2.0,-1.6,5.6,0.1
O=C(N/C(=C/c1cccs1)C(=O)N1CCOCC1)c1ccco1,8.9,1.2,18.2,3.6,-4.5,21.2,-2.4,13.0,-14.2,7.2,1.3
